Sm TGR inh: S. mansoni TGR enzyme inhibition | purified TGR, DTNB reduction, TNB absorbance 405 nm | Potency, µM (highest dose often 114 µM), inactives show at the highest dose activity change, negative = inhibition, most hits filed as inhibitors | Q962Y6 | hit rate 3% among 360,000; note: potency is the fitted concentration of half-maximal effect; nearly all actives have a fitted effect of over 60% in size
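First, TGR (20 nM dispensed) and NADPH were mixed with compound. Second, a 15 min room-temperature incubation followed. Third, further NADPH and then DTNB were added to start the reaction. Finally, TNB absorbance was monitored kinetically.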
HCV inhibitor: blocks hepatitis C virus; Potency, µM (titrated, usually from 41.8 µM), for inactives: at the highest dose activity change, negative = inhibition, actives largely listed as inhibitors; Huh7.5.1 HCVcc-Cre infection, luciferase reporter, 44 h; AID 651820; hit rate 3.4% among 340,000; note: potency is the fitted concentration of half-maximal effect
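HCVcc-Cre virus at an moi near 0.5 was added right after compound to cells cultured 4 h from seeding (1,000 cells/well). Luciferase activity was determined 44 h later, 15 min after substrate addition at RT.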
HCMV antiviral: human cytomegalovirus inhibition; activity change, negative = inhibition, % at 57.5 µM; HFF cells, HCMV-luciferase reporter, 72 h; hits give low values; hit rate 4.5% among 410,000; in the data active = activity change below about -60%; inconclusive = no clear call, values can overlap the other calls; inactive = above about -39%
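Two compound doses tested in HFFs infected with HCMV-luciferase, MOI 1 PFU/cell, 72 h at 37C. Lysate luminescence read with OneGlo; data normalized against buffer-only and 10uM Salinomycin inhibitor controls.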
FBPA Giardia inh: Giardia lamblia aldolase inhibition. AID 2451. purified Giardia FBPA. Potency, µM (series often up to 59.6 µM), for the others: top-dose activity, negative = inhibition, most hits filed as inhibitors. hit rate 0.71% among 290,000; note: potency is the fitted concentration of half-maximal effect; nearly all actives have a fitted effect of over 55% in size
Target sequence (A8B2U2 whole entry, looked up): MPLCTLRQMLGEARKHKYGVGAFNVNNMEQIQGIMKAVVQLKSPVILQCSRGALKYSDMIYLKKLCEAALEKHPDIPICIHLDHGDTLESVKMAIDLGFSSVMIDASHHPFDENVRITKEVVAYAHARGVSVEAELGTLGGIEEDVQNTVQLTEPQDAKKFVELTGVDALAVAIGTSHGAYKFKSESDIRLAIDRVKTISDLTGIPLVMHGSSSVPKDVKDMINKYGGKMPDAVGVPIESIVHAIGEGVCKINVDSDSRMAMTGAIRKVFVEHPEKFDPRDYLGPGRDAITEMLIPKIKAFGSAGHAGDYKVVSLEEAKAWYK
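Giardia FBPA (40 nM reagent) was preincubated 10 min at RT with compound (up to 57.5 uM final), then substrate plus GAPDH/TPI/NAD/arsenate coupling system with diaphorase/resazurin was added; resorufin fluorescence (525/598 nm) was read after 20 min.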
AMA1-RON2 inh: AMA1-RON2 (P. falciparum) interaction inhibition; AlphaScreen AMA1-biotinylated RON2 peptide binding; Potency, µM (highest dose often 58.2 µM), inactives show top-dose activity change, negative = inhibition, hits mostly inhibitors; hit rate 0.2% among 360,000; AID 720542;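 note: potency is the fitted concentration of half-maximal effect; 0% = vehicle wells and -100% = peptide control; nearly all actives have a fitted effect of over 45% in size; some results filed as inactive show a strong effect at the top dose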
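AMA1 (3D7) with his tag at 25 nM final met compounds first, then biotinylated RON2 peptide at 25 nM; detection used donor plus acceptor beads, 10 µg/mL apiece, read by AlphaScreen after 30 min at room temperature.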
AmpC inh detg: inhibitors of E. coli AmpC beta-lactamase with detergent; AmpC hydrolysis of nitrocefin, absorbance 480 nm, 0.01% Triton; Potency, µM (highest dose often 114 µM), without a hit: top-dose activity change, negative = inhibition, actives largely listed as inhibitors; hit rate 0.041% among 370,000;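 note: potency is the fitted concentration of half-maximal effect; 0% = no-compound wells and -100% = no-enzyme wells; nearly all actives have a fitted effect of over 25% in size; some results filed as inactive show a strong effect at the top dose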
Target sequence (P00811 whole entry, looked up): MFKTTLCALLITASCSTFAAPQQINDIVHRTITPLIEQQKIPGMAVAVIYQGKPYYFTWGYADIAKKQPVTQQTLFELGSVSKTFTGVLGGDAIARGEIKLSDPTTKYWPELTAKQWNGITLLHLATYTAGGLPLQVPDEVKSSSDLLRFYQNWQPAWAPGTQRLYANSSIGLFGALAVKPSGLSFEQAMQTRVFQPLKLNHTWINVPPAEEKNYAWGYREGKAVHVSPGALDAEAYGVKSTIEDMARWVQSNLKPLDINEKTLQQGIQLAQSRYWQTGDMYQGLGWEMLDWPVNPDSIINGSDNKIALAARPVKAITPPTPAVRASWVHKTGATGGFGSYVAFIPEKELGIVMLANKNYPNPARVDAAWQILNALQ
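AmpC (5.3 nM in the dispensed reagent) in 20 mM phosphate pH 7.0 with 0.01% (detergent screen) or 0.0001% Triton X-100 was preincubated with compounds for 15 min at room temperature. Nitrocefin was then added from an 800 uM solution, and hydrolysis was followed at 480 nm.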
* hit, by the source's call; u = inconclusive; x = not tested or not shown; & = joins results of further samples; [ ] = remark or other dose. Unless noted, calls come from the whole dose curve; as a rule, active = well fitted curve in the direction sought with a large enough effect; inconclusive = small, poorly fitted or top-dose-only effect, or another doubt; inactive = no such curve, though single readings can be large; an effect the other way counts as inactive or inconclusive. Unless noted, % is set by controls: 0 for no effect and ±100 for the full control effect. Rows are unselected; any-hit rate near 9.3%.

mol	Sm TGR inh	HCV inhibitor	HCMV antiviral	FBPA Giardia inh	AMA1-RON2 inh	AmpC inh detg
CCS(=O)(=O)N1CCc2cc(C(=O)N3CCN(c4ccccc4OC)CC3)ccc21	-8%	x	10	x	x	6%
CC(C)(C)N(Cc1ccccc1)C(=O)COC(=O)C1=NN(c2ccccc2)C(=O)CC1	-9%	39%[activator]	-26	x	2%	0%
Cc1ccc(N(Cc2ccc([N+](=O)[O-])cc2)C(=O)c2ccco2)cc1C	1%	-9%	-3	12%	1%	u
Cc1nn(Cc2ccc([N+](=O)[O-])cc2)c(=O)n1-c1cccc(F)c1	-17%	9%	20	0%	1%	-10%
Cc1cccc(C)c1NC(=S)/C(=C(\[O-])c1cccs1)[n+]1ccccc1	-18%	10%	1	u	-1%	-13%
CN(CCOc1ccccc1)C(=O)c1cc(-c2ccco2)nc2ccccc12	3.2µM*	u	32	x	-8%	-5%
c1ccc(Cn2ncc3c(NCc4ccco4)ncnc32)cc1	u	6%	-2	4%	0%	-2%
CCOc1ccc(S(=O)(=O)N2CCCCC2)cc1NS(=O)(=O)c1cccs1	0%	-2%	36	x	-5%	-7%
O=C(Nc1ccccc1)c1sc2cc(C(F)(F)F)cnc2c1-c1cccs1	-12%	-18%	2	4%	2%	1%
Cn1ccnc1/C(=N\NC(=O)c1ccc(O)cc1)c1cccc([N+](=O)[O-])c1	75%[activator]	-14%	-24	-8%	102%[activator]	1%
CCOc1ccc(NC(=O)c2ccc(F)c(S(=O)(=O)N(Cc3ccc(C(=O)OC)cc3)Cc3ccc(OC)c(OC)c3)c2)cc1	14%	x	-9	x	x	6%
CC(=O)Nc1c2c(nn1-c1ccc(C)cc1)CSC2	-6%	6%	32	x	-3%	1%
Cc1ccc(NCc2nc3ccccc3n2C)c(C)c1	3%	18%	37	13%	-11%	-3%
Cc1c(NC(=S)N/N=C/c2cc([N+](=O)[O-])ccc2O)c(=O)n(-c2ccccc2)n1C	3%	16%	-18	27%	-72%	-3%
O=C(C[C@@H]1C/C=C\CC[C@H](Cc2ccc(F)cc2)C(=O)OC[C@@H](Cc2ccccc2)NC1=O)NCCO	x	-7%	-13	x	0%	x
CCN1CCN(c2c(Cl)cccc2NC(=O)c2cc3ccccc3o2)CC1	x	u	-15	x	-16%	x
CC(=O)OCC1OC(OC(C)=O)C(NC(=O)c2cccnc2)C(OC(C)=O)C1OC(C)=O (configuration not stated)	-10%	28%	0	7%	3%	-6%
CN(c1ccc(C(=O)Nc2ccc(Cl)cn2)cc1)S(=O)(=O)c1ccccc1	12%	11µM*	-66*	-27%	0%	-6%
O=C(COC(=O)c1cccc2ccccc12)NCCCc1ccccc1	-6%	15%	6	1%	2%	-2%
COCCNC(=O)c1ccc2c(=O)n(CCc3ccccc3)c(SCC(=O)CC(=O)OC)nc2c1	4%	x	0	x	x	2%
CCOc1ccccc1NC(=O)c1ccc(S(=O)(=O)N(C)C)cc1	-11%	-14%	-9	-6%	1%	-8%
O=C(O)C1C2C=CC(C2)C1C(=O)Nc1ccc(C(=O)N2CCCCC2)cc1 (configuration not stated)	0%	5%	-7	4%	0%	0%
Cc1c(NCc2ccccc2O)c(=O)n(-c2ccccc2)n1C	u	10%	3	3%	29%	0%
CCCCCCc1cc2cc(-c3nnc(-c4ccc(C)cc4)o3)c(=O)oc2cc1O	-9%	x	0	x	x	-7%
COc1cccc2c1OCC1COc3c(c(=O)n(C)c(=O)n3C)C21 (configuration not stated)	1%	-14%	10	1%	10%	-5%

Another view of some results above:
> COCCNC(=O)c1ccc2c(=O)n(CCc3ccccc3)c(SCC(=O)CC(=O)OC)nc2c1
  Sm TGR inh = 4%
  HCV inhibitor = x
  HCMV antiviral = 0
  FBPA Giardia inh = x
  AMA1-RON2 inh = x
  AmpC inh detg = 2%

> CCOc1ccccc1NC(=O)c1ccc(S(=O)(=O)N(C)C)cc1
  Sm TGR inh = -11%
  HCV inhibitor = -14%
  HCMV antiviral = -9
  FBPA Giardia inh = -6%
  AMA1-RON2 inh = 1%
  AmpC inh detg = -8%

> O=C(O)C1C2C=CC(C2)C1C(=O)Nc1ccc(C(=O)N2CCCCC2)cc1 (configuration not stated)
  Sm TGR inh = 0%
  HCV inhibitor = 5%
  HCMV antiviral = -7
  FBPA Giardia inh = 4%
  AMA1-RON2 inh = 0%
  AmpC inh detg = 0%

The list continues:
mol	Sm TGR inh	HCV inhibitor	HCMV antiviral	FBPA Giardia inh	AMA1-RON2 inh	AmpC inh detg
COc1cc(C(=O)Nc2ccc(C(=O)NCC3CCCO3)cc2)cc(OC)c1OC (configuration not stated)	-2%	6%	15	7%	-1%	1%
CCc1noc2c1/C(=N\O)CC(c1ccccc1)C2 (configuration not stated)	10%	-17%	-32	1%	5%	2%
CC(=O)Oc1ccc(-c2nc3ccccc3c(=O)o2)cc1	3%	0%	48	-4%	-7%	-3%
OCC[C@H]1C[C@@H](O)[C@H](O)[C@@]2(CCCCO2)O1	x	-12%[8.37 µM]	-21	x	-1%	x
Cn1cnnc1Sc1nc2c(c(=O)n(C)c(=O)n2C)n1Cc1ccccc1Cl	6%	14%	-14	1%	-6%	3%
CC1(C)Cc2ccccc2-c2nnc(-c3ccccc3)n21	-3%	u	-10	0%	-9%	u
c1ccc2sc(N3CN(CCN4CCOCC4)CN(c4nc5ccccc5s4)C3)nc2c1	-16%	0%	x	-1%	12%	-13%
O=C(NC1CCCC1)c1ccc(COCC(F)(F)C(F)F)o1	u	x	15	-3%	-3%	-9%
CC(=O)c1cccc(NC(=S)NCCc2ccc(F)cc2)c1	u	10%	u	-3%	2%	-4%
O=C1COc2ccccc2N1Cc1c(F)cccc1Cl	-2%	-12%	-63*	-18%	14%	-5%
COc1cccc2cc(-c3cc(=O)oc4cc(C)c(O)cc34)oc12	-32%	-2%	36	x	8%	u
Cc1ccc(S(=O)(=O)NC2CCC(C(=O)O)CC2)cc1 (configuration not stated)	5%	1%	4	11%	-3%	4%
O=C(O)C1C2CCC(CC2)C1C(=O)O (configuration not stated)	x	22%	-2	x	-4%	x
Cc1ccc(C(=O)Nc2c(C)cc(-c3ccccc3)oc2=O)cc1	4%	11%	0	1%	7%	-7%
N#Cc1cccc(OC(=O)c2ccc3c(=O)n4c(nc3c2)CCC4)c1	-5%	0%	-12	x	-10%	-17%
CC(C)=C(C#N)c1nc2ccccc2s1	2%	9%	-29	12%	4%	1%
O=C(Nc1cnccc1C(F)(F)F)NC1CCCCC1	0%	-15%	12	2%	-1%	-11%
CC1(C)NC(=O)N(CC(O)CN(c2ccccc2)S(=O)(=O)c2ccc([N+](=O)[O-])cc2)C1=O (configuration not stated)	0%	11%	8	-4%	2%	0%
O=C(O)C1CCN(Cc2oc(CO)cc(=O)c2O)C1 (configuration not stated)	x	7%	21	x	-5%	x
Clc1ccccc1N1CCN(c2ncnc3c2c(-c2ccccc2)cn3-c2ccccc2)CC1	3%	x	-26	x	x	5%
COc1ccc(-n2c(O)cnc2Nc2nc(C)cc(C)n2)cc1OC	6%	15%	-23	-23%	-2%	3%
CCCS(=O)(=O)c1ncc(Cl)c(C(=O)N2CCN(c3ccc(OC)cc3)CC2)n1	11µM*	x	-103*	x	x	10%
Cc1ccc(-c2nnc(SCC(=O)NCCC(C)C)nc2-c2ccc(C)cc2)cc1	-2%	x	u	x	x	-2%
CC(C)C(c1nnnn1CC1CCCO1)N1CCN(Cc2ccc3c(c2)OCO3)CC1 (configuration not stated)	-2%	8%&1%	-13	-9%	7%	1%
C=CCSc1ncc(C(=O)OCC)c(N)n1	5%	17%	11	2%	-14%	5%
Cc1ccc(Cl)cc1NC(=O)C1CCCN(S(=O)(=O)c2c(C)noc2C)C1 (configuration not stated)	5%	4%	10	1%	-12%	-6%
CC(=O)c1c(C)[nH]c(C(=O)OCC(=O)Nc2ccc(Cl)cc2[N+](=O)[O-])c1C	1%	u	u	-2%	-16%	-6%
O=C(Nc1ccc2c(c1)OCO2)c1cccc(S(=O)(=O)N2CCCC2)c1	-9%	u	18	-11%	-9%	u
O=C(NN=C1CCCCCC1)c1cc2ccccc2cc1O	9%	7%	50	20%	157%[activator]	2%
CN1C(=O)[C@@H]2[C@H](C1=O)[C@@H]1C(=O)Nc3ccccc3C(=O)N1[C@@H]2c1ccc(Br)cc1	-3%	-2%	-9	x	-3%	1%
C=CCN1C(=O)C(C)(C)Nc2ccccc21	0%	1%	12	0%	-10%	1%
O=C(CCc1ccccc1)NCc1nc2cccnc2n1Cc1ccc(F)cc1	2%	x	u	x	x	-1%
CS(=O)(=O)c1nc(S(=O)(=O)c2ccc(Cl)cc2)c(NCCCN2CCOCC2)s1	-9%	0%	-21	x	6%	-9%
COCCn1ccc2c(OCC(=O)Nc3cccc(OC)c3)cccc2c1=O	-1%	x	-3	x	x	2%
CCOc1ccccc1NC(=O)CCNS(=O)(=O)c1ccc(NC(C)=O)cc1	0%	u	34	1%	0%	-7%
C=CCSc1nnc(NC(=O)c2cccc(S(=O)(=O)N(C)c3ccccc3)c2)s1	-2%	6%	3	11%	-2%	0%
O=C(Nc1ccccc1)c1cnc(N2CCCCC2)c2ccccc12	41%	x	-18	x	x	0%
C/C(=N\NC(=O)CNc1cccc(C(F)(F)F)c1)c1cccs1	3%	-5%	-21	-4%	43%[activator]	u
CC(NC(=O)c1ccccc1F)c1cccc2ccccc12 (configuration not stated)	0%	u	-6	x	2%	-1%
CCc1ccccc1NC(=O)N1CCN(Cc2nc3ccc(C)cc3o2)CC1	-1%	x	-4	x	x	10%
Cc1ccn2c(Nc3ccccc3C)c(-c3ccccc3)nc2c1	0%	x	-7	x	x	-7%
CCN(CC)c1ccc([N+](=O)[O-])cc1C(=O)O	1%	-4%	u	-1%	-4%	-1%
O=C(O/N=C\c1ccc(N2CCCCC2)c([N+](=O)[O-])c1)c1ccc(Cl)cc1Cl	1%	-6%	-19	-2%	u	u
Cc1ccc(N(C)S(=O)(=O)c2cccc(C(=O)Nc3ccc(C)cn3)c2)cc1	-1%	u	-23	x	20%	0%
CCN1CCN(c2ccc(S(=O)(=O)N3CCCCC3)cc2NC(=O)c2cc3ccccc3o2)CC1	5%	u	-12	x	-2%	7%
CN(C)S(=O)(=O)c1ccc(C(=O)Nc2c(C(=O)Nc3ccc(F)cc3)oc3ccccc23)cc1	-2%	x	11	x	x	-8%
CCc1ccc(C(=O)C(C)OC(=O)Cc2n[nH]c(=O)c3ccccc23)cc1 (configuration not stated)	0%	u	32	x	-3%	-6%
Cc1ccc(N(CC(=O)NN=C2CCN(C)CC2)S(=O)(=O)c2ccccc2)c(C)c1	-11%	19%	u	-15%	29%	-5%
CCC(C)N(C(=O)C(F)(F)F)C(C(=O)NC1CCCCC1)c1ccncc1 (configuration not stated)	-7%	u	8	3%	9%	-2%
CCN1C(=O)CC(N2CCN(C(c3ccccc3)c3ccccc3)CC2)C1=O (configuration not stated)	-16%	1%	24	0%	-16%	-14%
CC1CCCN(CCCOc2ccc(Br)cc2Cl)C1 (configuration not stated)	16%	u	-38	u	u	3%

Compound activity deposited in PubChem by National Center for Advancing Translational Sciences (NCATS).
